IL1B NFkB pot – enhances IL-1B driven NFkB nuclear translocation; HUVEC IL-1B NFkB p65 nuclear translocation imaging; activation, % at 2 µM; 94,000 tested, 0.3% active;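 active = activation above 40%, about the mean plus 3 SD, also judged a hit on visual image review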;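 also: percent activation is computed from the nuclear over cytoplasmic p65 intensity ratio; values of inactives mirror those of a sister screen read the other way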
PLAP inhibitors HTS – PLAP enzyme inhibitors, biochemical, luminescence, HTS (AID 690). purified PLAP, luminescent substrate; higher % means a stronger effect. inhibition, % at 20 µM; hits with a dose series show IC50 in µM. 96,000 tested, 0.08% active; in the data active = a potency from the dose series; inactive = the rest, 99 in 100 with inhibition below about 30%; also: strong numbers were not always called active
Bcl-B displacement – displacers of TR3 peptide from Bcl-B, primary screen, selectivity assay for Bfl-1 inhibitor project, biochemical, fluorescence polarization; FP displacement of FITC-TR3 peptide from Bcl-B; higher % means a stronger effect; one-dose displacement, % at 20 µM; IC50 in µM for titrated hits; 96,000 tested, 0.11% active; AID 748;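 active = displacement above 50% at 20 µM plus a fluorescence interference ratio under 1.5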;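 also: plate controls were wells without compound for no effect and wells lacking Bcl-B protein for full effect; a part of the inactive calls stands beside numbers as strong as those of hits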
IL1B NFkB inh – blocks IL-1B driven NFkB nuclear translocation in HUVEC cells; HUVEC IL-1B NFkB p65 nuclear translocation imaging; inhibition, % at 2 µM; 94,000 tested, 0.43% active; AID 796;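 active = inhibition above about 30% together with a positive call from visual inspection of the well image, limit read from the data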;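 also: nuclear over cytoplasmic p65 intensity ratio measured by imaging; 0% = IL-1B stimulated DMSO wells and 100% = unstimulated DMSO wells; values of inactives mirror those of a sister screen read the other way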
MRP resist rev – reverses drug resistance mediated by MRP | H69AR cells + 2 uM doxorubicin, CellTiter-Glo, 72 h | differential viability (reversal), % at 10 µM | 85,000 tested, 0.04% active | AID 602;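 active = viability drop by adding the cancer drug above about 55%, with treated viability meeting a 40% cutoff, limit read from the data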;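 also: viability without doxorubicin minus viability with 2 µM doxorubicin for each compound; larger differential means the compound sensitizes cells more to doxorubicin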
MRP resist rev cytotoxicity – recorded beside MRP resist rev, whose call it bears; viability, %; H69AR cells, CellTiter-Glo, 72 h; measured here: cytotoxicity without doxorubicin
MRP resist rev with doxorubicin – also measured in MRP resist rev; calls as there; viability, %; measured here: viability with 2 uM doxorubicin; active compounds read low
IL1B NFkB inh cell count 2 µM – also measured in IL1B NFkB inh; calls as there; cell count; measured here: cells passing quality filter;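 raw number of nuclei counted in each imaged well without normalization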
IL1B NFkB pot cell count 2 µM – further read-out of IL1B NFkB pot, marked with its call; cell count; measured here: cells passing quality filter
* hit, by the source's call. These rows are one share of the data; the hit share may differ from the screen's.

Results for CCN1CCN(C(=O)Nc2ccccc2OC)CC1 ?
IL1B NFkB pot: -4; IL1B NFkB inh: 4; MRP resist rev: -3; MRP resist rev cytotoxicity: 84; MRP resist rev with doxorubicin: 87; IL1B NFkB inh cell count 2 µM: 9; IL1B NFkB pot cell count 2 µM: 9

Results for Fc1ccc(Sc2nc(-c3ccccc3)nnc2C(F)(F)F)cc1 ?
IL1B NFkB pot: -1; PLAP inhibitors HTS: 36%; Bcl-B displacement: 12%; IL1B NFkB inh: 1; IL1B NFkB inh cell count 2 µM: 133; IL1B NFkB pot cell count 2 µM: 133

Results for Cc1noc(-c2ccccc2OC(=O)c2ccccc2)n1 ?
IL1B NFkB pot: 53*; PLAP inhibitors HTS: -8%; Bcl-B displacement: 3%; IL1B NFkB inh: -53; MRP resist rev: 9; MRP resist rev cytotoxicity: 107; MRP resist rev with doxorubicin: 99; IL1B NFkB inh cell count 2 µM: 176; IL1B NFkB pot cell count 2 µM: 176*

Results for COc1ccc(/C=C(/NC(=O)c2ccccc2)C(=O)N/N=C/c2cccs2)cc1OC ?
IL1B NFkB pot: -3; PLAP inhibitors HTS: -49%; Bcl-B displacement: -2%; IL1B NFkB inh: 3; IL1B NFkB inh cell count 2 µM: 75; IL1B NFkB pot cell count 2 µM: 75

How did O=C(NC12CC3CC(CC(C3)C1)C2)c1cnccn1 do in these assays?
IL1B NFkB pot: 17; PLAP inhibitors HTS: -20%; Bcl-B displacement: 10%; IL1B NFkB inh: -17; MRP resist rev: -3; MRP resist rev cytotoxicity: 99; MRP resist rev with doxorubicin: 102; IL1B NFkB inh cell count 2 µM: 154; IL1B NFkB pot cell count 2 µM: 154

Results for O=CN1CCN(C(=O)c2ccccc2F)CC1 ?
IL1B NFkB pot: 2; PLAP inhibitors HTS: 2%; Bcl-B displacement: -4%; IL1B NFkB inh: -2; MRP resist rev: 1; MRP resist rev cytotoxicity: 93; MRP resist rev with doxorubicin: 92; IL1B NFkB inh cell count 2 µM: 165; IL1B NFkB pot cell count 2 µM: 165

What do the screens show for `Cc1ccc(C2=NNC(C(O)C(O)C(O)CO)S2)cc1` (stereo unspecified)?
IL1B NFkB pot: 5; PLAP inhibitors HTS: -139%; Bcl-B displacement: -2%; IL1B NFkB inh: -5; IL1B NFkB inh cell count 2 µM: 167; IL1B NFkB pot cell count 2 µM: 167

How did O=C(NNC(=O)c1ccccc1)C(=O)N1CCCCC1 do in these assays?
IL1B NFkB pot: 3; PLAP inhibitors HTS: 1%; Bcl-B displacement: 3%; IL1B NFkB inh: -3; IL1B NFkB inh cell count 2 µM: 123; IL1B NFkB pot cell count 2 µM: 123

Results for O=c1oc(-c2ccc(F)cc2)nc2ccsc12 ?
IL1B NFkB pot: 4; PLAP inhibitors HTS: 12%; Bcl-B displacement: -6%; IL1B NFkB inh: -2; MRP resist rev: -9; MRP resist rev cytotoxicity: 99; MRP resist rev with doxorubicin: 108; IL1B NFkB inh cell count 2 µM: 142; IL1B NFkB pot cell count 2 µM: 76

Results for O=S(=O)(c1cccs1)N1CCN(Cc2ccccc2)CC1 ?
IL1B NFkB pot: 10; PLAP inhibitors HTS: 2%; Bcl-B displacement: -1%; IL1B NFkB inh: -10; MRP resist rev: -6; MRP resist rev cytotoxicity: 83; MRP resist rev with doxorubicin: 89; IL1B NFkB inh cell count 2 µM: 196; IL1B NFkB pot cell count 2 µM: 196

Results for CSCCC(NS(=O)(=O)c1ccc(Cl)cc1)C(=O)OCC(=O)NC1CC1 (stereo unspecified) ?
IL1B NFkB pot: -5; PLAP inhibitors HTS: 11%; Bcl-B displacement: 0%; IL1B NFkB inh: 5; MRP resist rev: 4; MRP resist rev cytotoxicity: 100; MRP resist rev with doxorubicin: 96; IL1B NFkB inh cell count 2 µM: 148; IL1B NFkB pot cell count 2 µM: 148

Results for NC(=O)NCc1cccc(Cl)c1 ?
IL1B NFkB pot: 2; PLAP inhibitors HTS: -4%; Bcl-B displacement: 1%; IL1B NFkB inh: -2; IL1B NFkB inh cell count 2 µM: 191; IL1B NFkB pot cell count 2 µM: 191

How did COc1ccc(CCCc2nnc(SCC(=O)Nc3nc(C)cs3)n2C)cc1C do in these assays?
IL1B NFkB pot: -7; PLAP inhibitors HTS: -10%; Bcl-B displacement: -3%; IL1B NFkB inh: 7; MRP resist rev: 1; MRP resist rev cytotoxicity: 88; MRP resist rev with doxorubicin: 87; IL1B NFkB inh cell count 2 µM: 124; IL1B NFkB pot cell count 2 µM: 124

What do the screens show for `CCOC(=O)c1ccc(Nc2ncnc3c2cnn3C)cc1`?
IL1B NFkB pot: 17; PLAP inhibitors HTS: 18%; Bcl-B displacement: 12%; IL1B NFkB inh: -18; MRP resist rev: 0; MRP resist rev cytotoxicity: 85; MRP resist rev with doxorubicin: 85; IL1B NFkB inh cell count 2 µM: 164; IL1B NFkB pot cell count 2 µM: 164

How did O=C(CSc1nc2sc3c(c2c(=O)n1-c1ccccc1)CCCC3)NCc1ccco1 do in these assays?
IL1B NFkB pot: 9; PLAP inhibitors HTS: -2%; Bcl-B displacement: 0%; IL1B NFkB inh: -9; IL1B NFkB inh cell count 2 µM: 57; IL1B NFkB pot cell count 2 µM: 57

Results for Cc1ccc(NC2=NC(c3ccco3)n3c(nc(C)cc3=O)N2)c(C)c1 (stereo unspecified) ?
PLAP inhibitors HTS: -73%; Bcl-B displacement: 1%; MRP resist rev: 4; MRP resist rev cytotoxicity: 98; MRP resist rev with doxorubicin: 94

Results for O=C(CCn1c(=O)oc2ccccc21)N1CCN(c2ccc(F)cc2)CC1 ?
PLAP inhibitors HTS: -28%; Bcl-B displacement: -1%; MRP resist rev: 10; MRP resist rev cytotoxicity: 96; MRP resist rev with doxorubicin: 85

Results for CCCOC(=O)C1C2C=CC(C3CC23)C1C(=O)OCC(=O)c1ccccc1 (stereo unspecified) ?
IL1B NFkB pot: 7; PLAP inhibitors HTS: -33%; Bcl-B displacement: -3%; IL1B NFkB inh: -7; IL1B NFkB inh cell count 2 µM: 154; IL1B NFkB pot cell count 2 µM: 154

What do the screens show for `CCCOn1c(-n2nc(C)cc2C)nc2ccccc2c1=O`?
IL1B NFkB pot: 121*; PLAP inhibitors HTS: 4%; Bcl-B displacement: -6%; IL1B NFkB inh: -121; MRP resist rev: 4; MRP resist rev cytotoxicity: 94; MRP resist rev with doxorubicin: 89; IL1B NFkB inh cell count 2 µM: 156; IL1B NFkB pot cell count 2 µM: 156*

What do the screens show for `COc1cc(C(=O)O)cc(OC)c1OCc1cc(C(=O)O)oc1C`?
IL1B NFkB pot: -5; PLAP inhibitors HTS: -15%; Bcl-B displacement: 16%; IL1B NFkB inh: 5; MRP resist rev: 1; MRP resist rev cytotoxicity: 106; MRP resist rev with doxorubicin: 105; IL1B NFkB inh cell count 2 µM: 177; IL1B NFkB pot cell count 2 µM: 177

Results for c1ccc(OCCSc2ncnc3nc[nH]c23)cc1 ?
IL1B NFkB pot: 15; IL1B NFkB inh: -15; MRP resist rev: 3; MRP resist rev cytotoxicity: 94; MRP resist rev with doxorubicin: 91; IL1B NFkB inh cell count 2 µM: 143; IL1B NFkB pot cell count 2 µM: 143

How did CCc1nc(SCC(=O)N2CCN(c3ccccc3)CC2)c2oc3ccccc3c2n1 do in these assays?
IL1B NFkB pot: 11; PLAP inhibitors HTS: -8%; Bcl-B displacement: -2%; IL1B NFkB inh: -11; IL1B NFkB inh cell count 2 µM: 146; IL1B NFkB pot cell count 2 µM: 146

What do the screens show for `COC(=O)c1ccc(NC(=O)CSCC(=O)OCC(=O)c2ccc(Br)cc2)cc1`?
IL1B NFkB pot: 11; PLAP inhibitors HTS: -7%; Bcl-B displacement: -6%; IL1B NFkB inh: -11; IL1B NFkB inh cell count 2 µM: 143; IL1B NFkB pot cell count 2 µM: 143

Results for Cc1cc(NC(=O)c2c([N+](=O)[O-])c(C)nn2C)no1 ?
IL1B NFkB pot: 15; PLAP inhibitors HTS: 18%; Bcl-B displacement: -2%; IL1B NFkB inh: -15; IL1B NFkB inh cell count 2 µM: 163; IL1B NFkB pot cell count 2 µM: 163

What do the screens show for `O=C(c1ccco1)N1CCN(c2nnc(-c3ccccc3)c3ccccc23)CC1`?
IL1B NFkB pot: 2; PLAP inhibitors HTS: -68%; Bcl-B displacement: -5%; IL1B NFkB inh: -2; MRP resist rev: -9; MRP resist rev cytotoxicity: 56; MRP resist rev with doxorubicin: 64; IL1B NFkB inh cell count 2 µM: 176; IL1B NFkB pot cell count 2 µM: 176

Results for CCN(C(=O)Cc1cccs1)c1nnc(-c2cccnc2)s1 ?
IL1B NFkB pot: -6; PLAP inhibitors HTS: -38%; Bcl-B displacement: 2%; IL1B NFkB inh: 6; MRP resist rev: -6; MRP resist rev cytotoxicity: 89; MRP resist rev with doxorubicin: 95; IL1B NFkB inh cell count 2 µM: 154; IL1B NFkB pot cell count 2 µM: 154

What do the screens show for `N#Cc1nc(N2CCCCC2)nc(N2CCOCC2)n1`?
IL1B NFkB pot: 8; PLAP inhibitors HTS: 4%; Bcl-B displacement: 8%; IL1B NFkB inh: -8; MRP resist rev: 4; MRP resist rev cytotoxicity: 85; MRP resist rev with doxorubicin: 82; IL1B NFkB inh cell count 2 µM: 181; IL1B NFkB pot cell count 2 µM: 181

What do the screens show for `COc1cccc(N=Cc2c(O)n(-c3cccc(C)n3)c(=O)c3ccccc23)c1`?
IL1B NFkB pot: 8; PLAP inhibitors HTS: -54%; Bcl-B displacement: -90%; IL1B NFkB inh: -8; MRP resist rev: -9; MRP resist rev cytotoxicity: 73; MRP resist rev with doxorubicin: 82; IL1B NFkB inh cell count 2 µM: 158; IL1B NFkB pot cell count 2 µM: 158

Results for CCSCc1nnc(SCC(=O)c2ccc(OC)cc2)n1C ?
IL1B NFkB pot: 15; PLAP inhibitors HTS: -11%; Bcl-B displacement: -10%; IL1B NFkB inh: -15; MRP resist rev: -7; MRP resist rev cytotoxicity: 79; MRP resist rev with doxorubicin: 86; IL1B NFkB inh cell count 2 µM: 116; IL1B NFkB pot cell count 2 µM: 116

Results for CC(=O)Nc1nc2ccc(-c3nc4ccccc4o3)cc2s1 ?
IL1B NFkB pot: 11; IL1B NFkB inh: -11; IL1B NFkB inh cell count 2 µM: 129; IL1B NFkB pot cell count 2 µM: 129

What do the screens show for `CCC(=O)Nc1cc2nn(-c3ccccc3)nc2cc1Cl`?
IL1B NFkB pot: -3; PLAP inhibitors HTS: 2%; Bcl-B displacement: -2%; IL1B NFkB inh: 4; IL1B NFkB inh cell count 2 µM: 168; IL1B NFkB pot cell count 2 µM: 168
